# EBNA-1 inhibitor = EBNA-1 DNA-binding inhibitors, primary screen, biochemical, fluorescence polarization; AID 1950, 2009; 0.34% of 300,000 active; inhibition, % at 14.8 µM; in the data active = inhibition above about 28%
# PAFAH1B2 inh = PAFAH1B2 enzyme inhibitors, primary screen, biochemical, fluorescence polarization, human; Platelet-activating factor acetylhydrolase IB subunit alpha2 (Homo sapiens), P68402; 1.2% of 340,000 active; AID 492953, 2010; inhibition, % at 3.39 µM; recombinant PAFAH1B2, FP-rhodamine activity probe;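 active = inhibition above the mean of all tested compounds plus 3 SD, cut at about 24% in these data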;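 note: 0% = enzyme with DMSO and 100% = wells lacking PAFAH1B2; many of its hits are not listed in these tables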
# PREPL inh = PREPL enzyme inhibitors, primary screen, biochemical, fluorescence polarization | recombinant PREPL, fluorescence polarization activity-based probe | inhibition, % at 5.96 µM | 0.68% of 320,000 active; in the data active = inhibition above about 43%;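 note: 0% = enzyme with DMSO and 100% = wells lacking enzyme; many of its hits are not listed in these tables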
# pPAFAH inh = pPAFAH enzyme inhibitors, primary screen, biochemical, fluorescence polarization, human; 1.5% of 330,000 active; Platelet-activating factor acetylhydrolase (Homo sapiens), Q13093; inhibition, % at 3.39 µM; recombinant pPAFAH, FP-rhodamine probe fluorescence polarization;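 active = inhibition above the mean inhibition across the screen plus 3 SD, cut at about 25% in these data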;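 note: inhibitors block binding of the rhodamine activity-based probe so polarization drops; 0% = enzyme with DMSO and 100% = wells lacking pPAFAH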
# LYPLA2 counter = LYPLA2 inhibitors, primary screen, counter-screen for PME1 inhibitor project, biochemical, fluorescence polarization, FP-Rh probe ABPP; inhibition, % at 5.9 µM; 0.38% of 320,000 active; AID 2177, 2009; Acyl-protein thioesterase 2 (Homo sapiens), O95372; recombinant LYPLA2;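 active = inhibition above the screen-wide mean plus 3 SD, limit set per campaign, cut at about 26% in these data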;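 note: 0% = LYPLA2 with DMSO and 100% = wells lacking LYPLA2 enzyme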
# Target sequence (O95372 whole entry, looked up): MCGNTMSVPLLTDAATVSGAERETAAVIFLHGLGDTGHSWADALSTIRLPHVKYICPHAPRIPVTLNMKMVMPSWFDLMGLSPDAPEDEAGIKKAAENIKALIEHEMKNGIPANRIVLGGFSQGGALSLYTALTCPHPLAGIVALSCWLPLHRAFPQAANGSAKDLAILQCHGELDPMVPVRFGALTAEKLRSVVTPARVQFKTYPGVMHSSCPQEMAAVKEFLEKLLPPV
# ZTA DNA inh = counter-screen for EBNA-1 inhibitors: inhibitors of Epstein-Barr virus ZTA. ZTA-DNA binding, fluorescence polarization. inhibition, % at 11 µM. 0.15% of 320,000 active; in the data active = inhibition above about 33%
# Target sequence (P03206 whole entry, looked up): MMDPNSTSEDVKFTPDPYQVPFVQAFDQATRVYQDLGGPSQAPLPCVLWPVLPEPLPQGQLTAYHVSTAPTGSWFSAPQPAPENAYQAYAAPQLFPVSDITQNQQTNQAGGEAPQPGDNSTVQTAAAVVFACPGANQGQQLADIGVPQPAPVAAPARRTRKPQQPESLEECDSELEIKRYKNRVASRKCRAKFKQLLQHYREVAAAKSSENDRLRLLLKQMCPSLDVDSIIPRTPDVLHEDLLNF
# LYPLA1 inh = LYPLA1 inhibitors, primary screen, counter-screen for PME1 inhibitor project, biochemical, fluorescence polarization, FP-Rh probe ABPP. recombinant LYPLA1. 0.16% of 320,000 active. inhibition, % at 5.9 µM. Acyl-protein thioesterase 1 (Homo sapiens), O75608;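 active = inhibition above the mean of all tested compounds plus 3 SD, set per campaign, cut at about 14% in these data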;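 note: inhibitors block serine hydrolase probe labeling of LYPLA1 so polarization falls; 0% = enzyme with DMSO and 100% = wells lacking LYPLA1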
# Target sequence (O75608 whole entry, looked up): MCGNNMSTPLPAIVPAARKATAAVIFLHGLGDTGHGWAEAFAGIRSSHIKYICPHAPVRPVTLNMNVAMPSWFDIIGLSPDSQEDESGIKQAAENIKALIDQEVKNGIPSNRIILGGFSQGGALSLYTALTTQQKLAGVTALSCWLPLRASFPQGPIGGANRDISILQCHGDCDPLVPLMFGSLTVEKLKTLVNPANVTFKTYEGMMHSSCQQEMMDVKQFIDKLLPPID
# PAFAH2 FP inh = PAFAH2 enzyme inhibitors, primary screen, biochemical, fluorescence polarization, human. 0.99% of 340,000 active. recombinant PAFAH2, FP-rhodamine activity probe. inhibition, % at 3.39 µM. Platelet-activating factor acetylhydrolase 2, cytoplasmic (Homo sapiens), Q99487;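 active = inhibition above the mean over all tested compounds plus 3 SD, cut at about 30% in these data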;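 note: inhibitors block probe labeling of enzyme so polarization drops; 0% = enzyme with DMSO and 100% = wells lacking PAFAH2 protein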
# PAFAH1B3 inh = PAFAH1B3 enzyme inhibitors, primary screen, biochemical, fluorescence polarization, human; recombinant PAFAH1B3, FP-rhodamine probe; AID 492972, 2010; 0.28% of 340,000 active; inhibition, % at 3.39 µM; Platelet-activating factor acetylhydrolase IB subunit alpha1 (Homo sapiens), Q15102;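 active = inhibition above the screen-wide average of all tested compounds plus 3 SD, cut at about 25% in these data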;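 note: 0% = enzyme with DMSO only and 100% = wells lacking PAFAH1B3 protein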
# Target sequence (Q15102 whole entry, looked up): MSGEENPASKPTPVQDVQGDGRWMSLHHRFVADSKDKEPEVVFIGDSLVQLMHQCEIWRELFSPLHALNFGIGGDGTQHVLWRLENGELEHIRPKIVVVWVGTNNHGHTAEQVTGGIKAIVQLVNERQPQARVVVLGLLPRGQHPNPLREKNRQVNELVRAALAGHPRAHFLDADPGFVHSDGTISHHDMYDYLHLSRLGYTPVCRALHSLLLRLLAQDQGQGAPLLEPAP
# The depositor's hits bear a star; . = not tested or not shown.
mol	PAFAH1B2 inh	PAFAH2 FP inh	ZTA DNA inh	pPAFAH inh	EBNA-1 inhibitor	PAFAH1B3 inh	LYPLA1 inh	LYPLA2 counter	PREPL inh
O=C(c1ccc(S(=O)(=O)NCC2CCCO2)cc1)N1CCN(c2ccccc2F)CC1 (configuration not stated)	5	4	6	-1	-13	1	0	3	4
NC(=O)c1ccc(Nc2nnc(-c3ccc(O)cc3)c3ccccc23)cc1	0	4	9	2	-6	1	-4	-4	26
COCCn1nnnc1C(c1cc2cc(C)ccc2[nH]c1=O)N1CCN(C2CCCCC2)CC1 (configuration not stated)	-3	-1	7	5	1	2	5	4	0
CCOCCCNC(=O)C(NC(=O)c1ccc2c(c1)OCO2)c1ccccc1 (configuration not stated)	0	4	4	-3	6	1	0	4	-6
CC(=O)N1c2ccc(S(=O)(=O)N3CCC(C(=O)N4CC(C)CC(C)C4)CC3)cc2CC1C (configuration not stated)	-8	5	-6	10	-3	2	-1	4	0
O=C(NCc1cccc(C(F)(F)F)c1)c1cccc(S(=O)(=O)N2CCN(Cc3ccccc3)CC2)c1	-9	-13	8	0	-5	-9	-14	-12	3
Cc1ccc(S(=O)(=O)N2CCN(c3ccccc3)CC2)s1	6	5	.	5	.	8	.	.	-32
O=C(NCCOc1ccccc1)C1=CC=CN2CCS(=O)(=O)N=C12	5	4	.	2	.	6	.	.	21
COc1cc2c(cc1OC)C(C)N(CCc1ccc(Cl)cc1)CC2 (configuration not stated)	.	.	-13	4	1	.	-1	4	9
CCn1cc(S(=O)(=O)Nc2nc3ccc(OC)cc3s2)cn1	3	18	0	2	9	10	-1	-1	3
COC(=O)c1cc(S(=O)(=O)NCC2CCN(Cc3cc(C)ccc3C)CC2)cn1C	-1	-7	-6	-1	4	4	2	-2	4
COc1ccc(CC(=O)Nc2cccc3ncccc23)cc1OC	-2	-4	8	6	5	2	-1	4	1
COc1ccc(NC(=O)CSc2nnc(-c3ccccn3)n2N)cc1Cl	7	6	6	1	7	-2	0	-4	3
CC1CCN(C(=O)c2ccc(CS(=O)(=O)Cc3ccccc3)cc2)CC1	-4	-1	-9	20	-7	-2	2	-4	3
O=[N+]([O-])c1nn(-c2ccc3c(c2)OCCO3)n(O)c1=NCc1ccc(F)cc1Cl	-2	3	3	3	0	4	1	3	-7
Cc1ccccc1OCC(=O)N/N=C/c1ccc(Sc2nc3ccccc3s2)o1	-16	-28	2	0	3	-14	-3	-3	-3
CCOC(=O)c1sc2nc(C)nc(NCc3ccccc3)c2c1C	6	-5	-3	2	16	1	-6	-6	-6
COc1cccc(/C(O)=C2\C(=O)C(=O)N(c3ccccn3)C2c2ccccc2OC)c1 (configuration not stated)	4	2	-15	4	3	6	-1	-1	4
CCCc1cc(=O)[nH]c(SCC(=O)Nc2ccc(OC)c(S(=O)(=O)N3CCCCC3)c2)n1	-1	-3	.	0	.	-2	.	.	2
CCn1c(=O)c2c(O)cc(=O)oc2c2ccccc21	3	5	0	-6	-12	12	-3	-2	20
O=S(=O)(Cc1ccccc1)c1ccccc1-c1nnc(-c2ccccc2)o1	0	1	-10	-4	-8	-6	-5	-5	-14
Cc1nnc(NC(=O)CSc2nnc3scc(-c4ccc(C)c(C)c4)n23)s1	3	2	1	-1	2	8	-3	-1	-74
CC1CN(C(=S)Nc2cccc(Cl)c2Cl)CC(C)O1 (configuration not stated)	0	-6	-1	1	-1	8	-3	0	-4
Cc1ccc(CN(C)C(=O)c2c(C)nn(-c3ccccc3)c2C)cc1	5	-7	10	1	8	7	-3	4	1
NC(=O)CC[C@@H]1NC(=O)[C@H](CO)NC(=O)c2cc([N+](=O)[O-])cc(I)c2NCC[C@@H](C(N)=O)NC1=O	-2	6	-18	13	1	-2	-3	-9	5
Cc1ccc(S(=O)(=O)Nc2cccc(Oc3cnccn3)c2)cc1	.	.	3	1	5	.	0	1	-11
Cc1oc2c(CN3CCOCC3)c(O)ccc2c(=O)c1-c1ccc(Br)cc1	-6	0	-3	-1	-12	-9	4	4	-8
O=C(CNC(=O)c1cccs1)NCCN1CCN(c2ccccc2F)CC1	1	1	-8	0	-3	5	-3	-3	14
CC(=O)Nc1cccc(C(=O)NC2CCCc3c2cnn3-c2cc(C)cc(C)c2)c1 (configuration not stated)	-1	-11	-9	3	-4	-2	-2	-3	5
O=C1/C(=C\c2cccnc2)CCc2ccccc21	5	6	-3	7	-7	6	0	1	-10
CCOC(=O)C1=C(C)C(c2ccccc2O)NC(=O)N1 (configuration not stated)	0	0	6	0	2	9	-2	-3	-9
O=C(Nc1cccc(S(=O)(=O)NC2=NCCC2)c1)C1CC(=O)N(c2ccc3c(c2)OCCO3)C1 (configuration not stated)	5	3	-7	4	-3	9	4	1	4
CC(C)n1c(NCc2c[nH]c3ccccc23)nc2ccccc21	3	-9	7	8	-5	0	5	9	7
CCOC(=O)c1ccc(Nc2cc(C)nc(-c3ccccc3)n2)cc1	-5	-13	2	-5	-1	-1	-31	-35	7
Cn1c(SCC#N)nnc1-c1ccc2c(c1)OCO2	1	-4	-14	2	-2	-9	-1	4	8
O=C(NCC1CCCO1)C1CCCN(S(=O)(=O)c2ccc(F)cc2)C1 (configuration not stated)	1	3	-9	2	-7	-6	-3	-5	6
COC(=O)c1cn(NC(=O)C2CCCO2)c(=O)c2ccccc12 (configuration not stated)	4	-1	-1	0	-14	-1	0	7	13
CCc1nnc(NC(=O)C2CCN(S(=O)(=O)c3ccc(C)cc3)CC2)s1	2	6	7	2	-7	4	3	3	9
C=CCNc1nc(Cl)nc(Nc2ccc([N+](=O)[O-])cc2)n1	-1	-17	14	-2	-3	-5	-5	-15	-7
CCCCOC(=O)c1ccc(Nc2ncnc3nc[nH]c23)cc1	-3	3	5	0	0	-5	-3	-8	15
CSc1ccccc1C(=O)Nc1cc2c(cc1C(=O)O)OCCCO2	6	2	-21	2	-14	10	0	4	13
Cn1cc(C(=O)N/N=C/c2cccc([N+](=O)[O-])c2)c2ccccc21	.	.	-20	-2	-6	.	0	2	5
CCC(=O)Nc1ccc(-c2nnc(SCC(=O)N3CCCCC3)n2C)cc1	-1	-2	-1	-1	3	8	-2	4	-6
Cc1ccc2c(c1)C1CN(C)CCC1N2S(=O)(=O)c1ccc(C(C)C)cc1 (configuration not stated)	-3	8	8	4	.	-3	-3	1	-27
O=C1CN(C(=O)c2cc3ccccc3o2)c2ccccc2N1	1	-4	-1	7	9	10	2	2	-5
CC(C)c1ccc(CN2C(=O)c3ccccc3S2(=O)=O)cc1	7	3	-3	5	6	-6	1	10	8
Cc1nc(N2CCCCC2)c2ccsc2n1	1	0	3	-6	-10	0	-2	-2	10
CC(C)[C@H](NS(=O)(=O)/C=C/c1ccccc1)C(=O)OCC(=O)NC(N)=O	-1	-8	-20	-5	6	-3	-2	3	9
COC(=O)C1=C(C)OC(N)=C(C#N)C1c1cc(C)sc1C (configuration not stated)	6	-6	6	0	7	6	2	0	-6
COc1ccc(CNC(=O)CN(C(=O)c2csnn2)c2cccc(C(C)=O)c2)cc1	-1	-16	-16	2	1	3	1	0	-3
CCCOc1ccc(C(=O)CCNc2cccc(Cl)c2)cc1	8	6	6	5	-9	5	2	3	7
CCOC(=O)N1CCN(C(=O)c2cccc(F)c2)CC1	2	-3	-9	1	-4	-3	0	0	3
COC(=O)CCc1c(C)c(C(=O)c2cc(OC)c(OC)c(OC)c2)c2ccccn12	2	1	11	-1	-16	4	-1	-2	7
Cc1cccc(NC(=S)NCC(c2cccnc2)N(C)C)c1C (configuration not stated)	3	-5	-7	-1	-7	0	1	-2	13
COc1cc(Cl)c(CN2CCC(CO)(CCOc3ccccc3)CC2)cc1OC	-1	-2	-3	-1	11	3	0	5	-6
COc1cc(OC)c(/C=N/n2c(C)nnc2C)c(OC)c1	-1	-2	-9	2	0	-2	-2	1	7
O=S(=O)(c1ccc2c(c1)CCCN2)N1CCCC2CCCCC21 (configuration not stated)	24	31*	11	5	5	24	-2	9	-3
C=CCC1(O)C(=O)N2C(=C1C(=O)OCC)c1ccc3ccccc3c1CC2(C)C (configuration not stated)	4	2	1	3	5	6	-1	-4	4
O=C(NCCc1ccccn1)/C(=C/c1ccco1)NC(=O)c1ccccc1	-1	3	9	1	5	12	0	0	3
N/C(COc1cc(Cl)cc(Cl)c1)=N\O	8	4	1	3	-5	1	-1	-7	-1

# (further entries)
mol	PAFAH1B2 inh	PAFAH2 FP inh	ZTA DNA inh	pPAFAH inh	EBNA-1 inhibitor	PAFAH1B3 inh	LYPLA1 inh	LYPLA2 counter	PREPL inh
CCCOc1ccc(C(=O)Nc2ccc(S(=O)(=O)N3CCN(C)CC3)cc2)cc1	3	0	5	6	5	8	2	9	-1
Cc1cc(C)c2nc(NNC(=O)c3ccc(S(=O)(=O)N4CC(C)CC(C)C4)cc3)sc2c1 (configuration not stated)	17	8	-4	19	-1	8	-11	-5	4
N#CC1(Cc2ccccc2Cl)c2ccccc2C=CN1C(=O)c1ccccc1 (configuration not stated)	1	-4	1	1	-1	1	-7	-10	-22
O=C1c2ccccc2C(Nc2ccccc2F)N1c1cccnc1 (configuration not stated)	0	0	-2	-2	-4	-2	2	3	-50
Cc1cc(NS(=O)(=O)c2ccc(NC(=O)c3cnc4sccn4c3=O)cc2)nc(C)n1	3	-4	16	3	7	4	0	-2	0
CN(NC(=O)c1ccccc1)c1nc2ccccc2nc1C(F)(F)F	1	-6	-1	2	-7	1	-1	-2	2
CCOC(=O)c1nc(NCc2cccnc2)c2ccccc2n1	1	7	-11	-1	3	0	2	9	13
NC(=S)N=Nc1c(O)n(CCCl)c2ccc(Cl)cc12	19	5	9	7	6	10	6	5	11
CCn1nc(C)c(C(=O)Nc2cc(Oc3cc(C)cc(C)c3)cc([N+](=O)[O-])c2)c1C	-7	-12	-11	1	-5	-8	-18	-3	6
O=C(O)CCCCN1C(=O)/C(=C\c2ccc(OCc3ccccc3)c(OCc3ccccc3)c2)SC1=S	-10	-19	19	5	11	0	0	-2	10
N#Cc1c(-c2ccccc2)nc(SCC(=O)Nc2nnc(C(F)(F)F)s2)[nH]c1=O	.	.	-17	-9	4	.	1	2	12
CCCCN1C(N)=NC[C@@H]1Cc1ccc(O)cc1	9	6	-12	6	-6	14	3	1	8
COc1ccc(CNC(=O)Nc2ccc([N+](=O)[O-])cc2)cc1	1	-10	6	3	7	1	-2	-1	4

# 3 of the entries above in order of the PAFAH2 FP inh value, highest first.
SMILES,PAFAH1B2 inh,PAFAH2 FP inh,pPAFAH inh,EBNA-1 inhibitor,PAFAH1B3 inh,PREPL inh
COc1ccc(NC(=O)CSc2nnc(-c3ccccn3)n2N)cc1Cl,7,6,1,7,-2,3
NC(=S)N=Nc1c(O)n(CCCl)c2ccc(Cl)cc12,19,5,7,6,10,11
O=C1CN(C(=O)c2cc3ccccc3o2)c2ccccc2N1,1,-4,7,9,10,-5

# These rows are one share of the data (hit frequency here may not be typical).
